Bioassay records from PubChem.
PostGolgi ctrl: inhibits growth of the yeast control strain; efflux-deficient yeast background strain, growth absorbance A615, 16 h; actives 5% (n = 98,000); inhibition, % at 10 µM; AID 738
FAK blocker: blocks human focal adhesion kinase activity; Q05397; biochemical FAK kinase activity assay; inhibition, %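 (tested at 7 µM)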; actives 0.84% (n = 97,000); in the data active = inhibition above about 19%;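 note: 0% = DMSO and 100% = reference compound high control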
S1P2 ag: agonists of human S1P2 receptor. S1P2-expressing cell line, agonist reporter read-out. O95136. actives 0.46% (n = 97,000). activation, % at 4.5 µM; in the data active = activation above about 16%;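 note: 0% = vehicle low control and 100% = maximal reference agonist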
LYP act: increases human PTPN22 phosphatase activity; activation, % at 2 µM; actives 0.11% (n = 96,000); recombinant LYP, DiFMUP fluorescence; 0 = plate median, 100 = signal doubled; Q9Y2R2; AID 697;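 active = activation at 2 µM above a set limit, the mean plus 5 SD, cut at about 37% in these data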
EphB4 antag: EphB4-ephrin-B2 interaction antagonism. actives 0.15% (n = 97,000). AID 720. P54760. EphB4 LBD / TNYL-RAW-Alexa532 peptide, fluorescence polarization. inhibition, % at 7 µM;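 active = inhibition above the screen-wide mean inhibition plus 3 SD, cut at about 15% in these data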;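 note: 0% = DMSO wells and 100% = excess unlabeled TNYL-RAW peptide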
Target sequence (P54760 whole entry, looked up, the tested form may be a part): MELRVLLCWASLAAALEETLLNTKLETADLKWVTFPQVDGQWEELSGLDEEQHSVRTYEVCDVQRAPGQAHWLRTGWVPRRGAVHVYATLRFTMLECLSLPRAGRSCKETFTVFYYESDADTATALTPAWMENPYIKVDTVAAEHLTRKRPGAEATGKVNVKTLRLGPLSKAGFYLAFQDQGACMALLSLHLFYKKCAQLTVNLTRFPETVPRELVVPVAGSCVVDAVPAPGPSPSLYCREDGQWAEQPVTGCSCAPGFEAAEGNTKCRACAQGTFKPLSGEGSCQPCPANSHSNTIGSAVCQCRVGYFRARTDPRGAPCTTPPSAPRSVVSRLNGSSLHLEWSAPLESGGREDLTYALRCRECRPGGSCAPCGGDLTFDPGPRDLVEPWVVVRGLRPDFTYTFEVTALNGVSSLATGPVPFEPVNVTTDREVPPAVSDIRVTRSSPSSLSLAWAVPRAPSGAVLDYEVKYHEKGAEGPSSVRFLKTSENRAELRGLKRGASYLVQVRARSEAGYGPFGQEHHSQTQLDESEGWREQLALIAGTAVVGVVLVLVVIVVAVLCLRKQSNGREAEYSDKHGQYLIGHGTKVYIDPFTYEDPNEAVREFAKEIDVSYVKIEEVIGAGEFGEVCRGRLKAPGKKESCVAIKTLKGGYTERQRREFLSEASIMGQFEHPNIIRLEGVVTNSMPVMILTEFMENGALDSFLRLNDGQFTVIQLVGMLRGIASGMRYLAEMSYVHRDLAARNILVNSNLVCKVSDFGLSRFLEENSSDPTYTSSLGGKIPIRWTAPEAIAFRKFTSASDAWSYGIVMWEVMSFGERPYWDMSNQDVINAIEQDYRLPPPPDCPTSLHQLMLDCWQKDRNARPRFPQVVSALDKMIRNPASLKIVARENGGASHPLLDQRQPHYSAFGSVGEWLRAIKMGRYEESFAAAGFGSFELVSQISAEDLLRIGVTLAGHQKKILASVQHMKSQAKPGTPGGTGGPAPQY
PostGolgi yeast: growth inhibition of a yeast mutant, post-Golgi transport screen; post-Golgi transport phenotypic cell assay; inhibition, % at 10 µM; actives 0.9% (n = 98,000); AID 739;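 note: yeast cells grown in 1536-well plates; yeast grown about 18 h at 30C before absorbance read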
Rev-RRE block: disrupts HIV-1 Rev binding to RRE RNA; Rev peptide-RRE RNA binding, FRET; inhibition, % at 8 µM; actives 0.79% (n = 97,000); AID 704;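 active = inhibition above the screen-wide mean plus 3 SD, cut at about 35% in these data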;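 note: 0% = median DMSO wells and 100% = median Neomycin B control wells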
Target sequence (P05866 whole entry, looked up): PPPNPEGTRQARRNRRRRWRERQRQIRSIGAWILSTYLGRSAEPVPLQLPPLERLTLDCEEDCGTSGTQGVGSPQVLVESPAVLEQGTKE
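Test system – labelled RRE RNA duplex and labelled Rev peptide · Signal – fluorescein-to-Cy5 FRET, 480 nm excitation · Evaluation – % inhibition of FRET ratio versus controls · Benchmarks – DMSO low control, neomycin B high control · Incubation – 5 min RNA-compound premix plus 15 min binding step, 25 °C · Medium – HEPES pH 7.5 salt buffer with EDTA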
LYP inh 2: LYP (human) phosphatase inhibition; Q9Y2R2; AID 640; actives 0.21% (n = 96,000); recombinant LYP catalytic domain, DiFMUP fluorescence; inhibition, % at 2 µM;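 active = inhibition at 2 µM at or above a set limit, the screen mean plus 3 SD, cut at about 24% in these data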;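 note: 0% = DMSO with enzyme and 100% = enzyme fully blocked by orthovanadate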
S1P2 antag: blocks the human S1P2 receptor; cell-based S1P2 antagonist assay, inhibition at 5 uM; inhibition, % at 5 µM; actives 0.21% (n = 97,000); AID 736; in the data active = inhibition above about 45%;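 note: CRE beta-lactamase reporter cells expressing human S1P2 stimulated with S1P; 0% = agonist at EC80 alone and 100% = agonist plus reference antagonist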
An asterisk follows results filed as active. Cut-off read from the data, not from the text of the source, unless noted: active = inhibition above about 30%; inactive = the rest.

For O=C(NNC(=O)c1cc(OCC(F)(F)F)ccc1OCC(F)(F)F)c1cccc(C(F)(F)F)c1 the results were PostGolgi ctrl -5.9, FAK blocker 5.0, S1P2 ag -6.2, EphB4 antag 2.6, PostGolgi yeast -0.8, Rev-RRE block 16.7 and S1P2 antag 13.3.
For COc1ccc(Br)cc1C1SCCN1S(C)(=O)=O (stereo not drawn) the results were PostGolgi ctrl 4.5, FAK blocker 0.7, S1P2 ag -4.0, LYP act 2.3, EphB4 antag -6.6, PostGolgi yeast -2.7, Rev-RRE block 0.7, LYP inh 2 -2.5 and S1P2 antag 16.2.
Screening CCOC(=O)CSCC(=O)Nc1c(C(=O)C2CC2)oc2ccccc12 returned FAK blocker 0.1, S1P2 ag -4.2, LYP act -5.8, EphB4 antag 7.1, Rev-RRE block 4.6, LYP inh 2 0.9 and S1P2 antag 2.6.
O=C1C(C2=C(O)c3ccccc3C2=O)=Nc2ccccc21 was read as PostGolgi ctrl -3.2, FAK blocker 10.2, S1P2 ag -5.0, LYP act 12.2, EphB4 antag -5.2, PostGolgi yeast -4.0, Rev-RRE block 12.8, LYP inh 2 -13.6 and S1P2 antag 8.1.
`O=C(CSC1=NC(=O)C(c2ccccc2)C(=O)N1)Nc1cccc(Cl)c1` (stereo not drawn) gave PostGolgi ctrl -12.3, FAK blocker 0.0, S1P2 ag -4.8, LYP act -8.4, EphB4 antag 0.1, PostGolgi yeast -9.4, Rev-RRE block 4.8, LYP inh 2 10.0 and S1P2 antag -12.5.
Screening C[C@H](NC(=O)Cn1cncn1)c1ccccc1 returned PostGolgi ctrl 7.5, FAK blocker 4.1, S1P2 ag -3.2, LYP act -17.1, EphB4 antag -0.8, PostGolgi yeast -5.3, Rev-RRE block 4.8, LYP inh 2 19.5 and S1P2 antag 20.3.
Cc1cc(C)nc(-n2nc(C)c(C3(O)C(=O)Nc4ccc(F)cc43)c2N)n1 (stereo not drawn) was read as PostGolgi ctrl -2.0, FAK blocker 2.6, S1P2 ag -7.6, LYP act -10.8, EphB4 antag -4.4, PostGolgi yeast 4.7, Rev-RRE block 11.1, LYP inh 2 10.6 and S1P2 antag -5.2.
For O=C1CC(c2ccccc2)c2c(O)cc(O)cc2O1 (stereo not drawn) the results were PostGolgi ctrl -0.9, FAK blocker -1.2, S1P2 ag -0.2, LYP act -2.8, EphB4 antag 2.5, PostGolgi yeast 17.9, Rev-RRE block 9.3, LYP inh 2 4.4 and S1P2 antag 6.2.
For Cc1cc(C)c(S(=O)(=O)/N=C2\C=CC(=O)C(Cl)=C2)c(C)c1 the results were PostGolgi ctrl 7.1, FAK blocker 1.5, S1P2 ag -5.1, LYP act 4.5, EphB4 antag -0.8, PostGolgi yeast 12.0, Rev-RRE block 2.6, LYP inh 2 -2.8 and S1P2 antag -23.4.
Screening COC(=O)c1ccc(C)c(NC(=O)CN2C(=O)c3ccccc3S2(=O)=O)c1 returned PostGolgi ctrl 0.3, FAK blocker -0.4, S1P2 ag -5.9, LYP act 7.0, EphB4 antag 1.1, PostGolgi yeast -5.1, Rev-RRE block 2.4, LYP inh 2 -5.6 and S1P2 antag -7.3.
`COc1ccc(OC)c(NC(=O)CSc2nnc(Cc3cccn3C)n2CCc2ccccc2)c1` gave PostGolgi ctrl 0.2, FAK blocker -3.0, S1P2 ag -4.4, LYP act 0.5, EphB4 antag 3.0, PostGolgi yeast -2.9, Rev-RRE block 6.4, LYP inh 2 -3.2 and S1P2 antag 16.5.
`CCCC(c1nnnn1CCOC)N1CCN(Cc2ccccc2)CC1` (stereo not drawn) gave FAK blocker -2.8, S1P2 ag -7.5, LYP act 9.7, EphB4 antag -4.9, Rev-RRE block -3.1, LYP inh 2 -7.5 and S1P2 antag 12.0.
Screening Cc1ccc(Cc2cnc(NC(=O)c3ccco3)s2)cc1 returned PostGolgi ctrl 19.5, FAK blocker 4.0, S1P2 ag -2.0, LYP act -5.4, EphB4 antag 1.9, PostGolgi yeast -6.6, Rev-RRE block 10.4, LYP inh 2 6.3 and S1P2 antag -1.4.
`OCCNCCCCCOc1ccc(F)cc1` gave PostGolgi ctrl 9.5, FAK blocker 1.5, S1P2 ag -3.4, LYP act 2.7, EphB4 antag -11.0, PostGolgi yeast 7.6, Rev-RRE block 3.0, LYP inh 2 -5.3 and S1P2 antag -6.1.
For Cn1c(=O)cc(OCCCC(=O)Nc2ccccn2)c2ccccc21 the results were PostGolgi ctrl 13.3, FAK blocker -2.6, S1P2 ag -3.4, LYP act -3.7, EphB4 antag 3.4, PostGolgi yeast -2.6, Rev-RRE block 1.8, LYP inh 2 1.8 and S1P2 antag 12.6.
`CCC(C)(C)n1nnnc1C(c1ccc2ncccc2c1)N1CCN2CCCC2C1` (stereo not drawn) gave PostGolgi ctrl 4.7, FAK blocker -2.2, S1P2 ag -4.5, LYP act -6.3, EphB4 antag 0.9, PostGolgi yeast 10.7, Rev-RRE block -3.0, LYP inh 2 6.8 and S1P2 antag -3.2.
COc1ccc(C(=O)Nc2nc3ccc(S(C)(=O)=O)cc3s2)cc1 was read as FAK blocker -5.8, S1P2 ag -4.6, LYP act -0.7, EphB4 antag 2.7, Rev-RRE block 2.6, LYP inh 2 -2.2 and S1P2 antag 6.5.
CCC(C)NC(=O)c1ccc(CS(=O)(=O)c2ccc(OC)cc2)o1 (stereo not drawn) was read as PostGolgi ctrl 2.7, FAK blocker -0.8, S1P2 ag -3.8, LYP act 1.7, EphB4 antag -2.9, PostGolgi yeast -0.5, Rev-RRE block 2.7, LYP inh 2 -4.0 and S1P2 antag -10.8.
Cc1c(N2C(=O)/C(=C/c3cccc4ccccc34)SC2=S)c(=O)n(-c2ccccc2)n1C was read as FAK blocker 0.4, S1P2 ag -4.1, LYP act 1.3, EphB4 antag -2.4, Rev-RRE block -0.1, LYP inh 2 0.8 and S1P2 antag 27.0.
COC(=O)c1c(NC(NC(=O)C(C)(C)C)C(Cl)(Cl)Cl)sc2c1CCC2 (stereo not drawn) was read as PostGolgi ctrl 50.7*, FAK blocker -3.8, S1P2 ag -8.8, LYP act -2.7, EphB4 antag -6.3, PostGolgi yeast -1.9, Rev-RRE block -0.8, LYP inh 2 5.3 and S1P2 antag -12.4.
For C#CCN1CC(C)/C(=N/O)CC1C (stereo not drawn) the results were PostGolgi ctrl 1.9, FAK blocker 1.3, S1P2 ag -3.7, LYP act -0.1, EphB4 antag 1.0, PostGolgi yeast 11.7, Rev-RRE block 4.9, LYP inh 2 -1.8 and S1P2 antag 9.9.
COc1ccc(C(CC(=O)O)NC(C)=O)cc1OC (stereo not drawn) was read as PostGolgi ctrl 9.3, FAK blocker 4.7, S1P2 ag -0.8, LYP act -3.0, EphB4 antag 2.4, PostGolgi yeast 11.1, Rev-RRE block 5.2, LYP inh 2 0.4 and S1P2 antag 12.3.
Cc1cccc(NC2=Nc3ccccc3N3C2=Nc2c(c(C)nn2-c2ccccc2)C3c2ccc(O)c(O)c2)c1 (stereo not drawn) was read as PostGolgi ctrl 1.4, FAK blocker -4.5, S1P2 ag -7.8, LYP act -6.8, EphB4 antag 3.2, PostGolgi yeast 4.1, Rev-RRE block 8.7, LYP inh 2 3.6 and S1P2 antag 79.7*.
For Cc1nn(-c2ccc(F)cc2)c2sc(C(=O)OCC(=O)N3CCC(C)CC3)cc12 the results were PostGolgi ctrl 3.6, FAK blocker -0.7, S1P2 ag -5.8, LYP act -7.6, EphB4 antag -5.4, PostGolgi yeast -0.8, Rev-RRE block -0.6, LYP inh 2 6.0 and S1P2 antag 6.9.
`COC(=O)c1ccc(COc2ccc3c(C)c(C)c(=O)oc3c2)o1` gave PostGolgi ctrl 5.9, FAK blocker 6.2, S1P2 ag -1.8, LYP act 3.7, EphB4 antag -5.1, PostGolgi yeast -13.4, Rev-RRE block 1.7, LYP inh 2 -4.8 and S1P2 antag 7.6.
`O=C(CCN1C(=O)C2C3C=CC(C3)C2C1=O)Nc1c(F)cc(F)cc1Br` (stereo not drawn) gave PostGolgi ctrl -4.8, FAK blocker 2.7, S1P2 ag -5.5, LYP act 0.6, EphB4 antag -4.5, PostGolgi yeast 1.7, Rev-RRE block 0.4, LYP inh 2 -3.5 and S1P2 antag 11.0.
`COc1c(C)cccc1C(=O)Nc1cc(Cl)ccc1N1CCOCC1` gave PostGolgi ctrl 87.2*, FAK blocker -1.9, S1P2 ag -0.2, LYP act -7.6, EphB4 antag 3.3, PostGolgi yeast 64.3*, Rev-RRE block 9.1, LYP inh 2 6.9 and S1P2 antag -32.1.
Screening CCN(CC)C(=O)Cn1cnc2ccccc2c1=O returned PostGolgi ctrl 10.2, FAK blocker -2.0, S1P2 ag -0.3, LYP act -6.2, EphB4 antag 8.7, PostGolgi yeast -3.4, Rev-RRE block 2.6, LYP inh 2 2.8 and S1P2 antag -1.1.
For Cc1ccccc1-c1nc(-c2ccc(NC(=O)c3ccc(Br)o3)cc2)no1 the results were FAK blocker -7.7, S1P2 ag -4.2, LYP act 7.1, EphB4 antag 3.0, Rev-RRE block 3.7, LYP inh 2 -9.9 and S1P2 antag 3.5.
For O=C(CSc1ncc(-c2ccc(F)cc2)[nH]1)Nc1cccc(O)c1 the results were PostGolgi ctrl 18.6, FAK blocker -0.2, S1P2 ag -9.1, LYP act -5.1, EphB4 antag 3.4, PostGolgi yeast -6.8, Rev-RRE block 3.2, LYP inh 2 3.0 and S1P2 antag -13.0.
For Cc1ccc(N2CC(C(=O)N/N=C/c3cccc([N+](=O)[O-])c3)CC2=O)cc1 (stereo not drawn) the results were PostGolgi ctrl -1.6, FAK blocker 1.9, S1P2 ag -5.0, LYP act 1.1, EphB4 antag -0.4, PostGolgi yeast 19.5, Rev-RRE block 13.1, LYP inh 2 0.5 and S1P2 antag 17.7.
`O=S(=O)(c1ccc(-c2nnc(SCc3nnc(-c4ccccc4)o3)o2)cc1)N1CCCC1` gave PostGolgi ctrl 0.9, FAK blocker -10.7, S1P2 ag -3.5, LYP act 0.0, EphB4 antag -1.8, PostGolgi yeast -2.6, Rev-RRE block 1.2, LYP inh 2 -1.1 and S1P2 antag 3.8.
Screening O=C(COC(=O)C1(c2ccccc2F)CCCC1)NC1CCS(=O)(=O)C1 (stereo not drawn) returned PostGolgi ctrl -1.2, FAK blocker -1.1, S1P2 ag -6.6, LYP act -9.5, EphB4 antag -5.7, PostGolgi yeast -0.5, Rev-RRE block -1.7, LYP inh 2 11.3 and S1P2 antag 4.4.
For COc1ccc2oc(-c3ccc(C)c(NC(=O)c4ccc(N5CCOCC5)c([N+](=O)[O-])c4)c3)nc2c1 the results were PostGolgi ctrl -2.7, FAK blocker 8.7, S1P2 ag -4.2, LYP act -2.9, EphB4 antag 4.8, PostGolgi yeast 1.6, Rev-RRE block 5.2, LYP inh 2 6.5 and S1P2 antag 22.8.
Cc1cc2c(s1)c1cnn(CC(=O)NCCc3ccccc3)c(=O)c1n2C was read as PostGolgi ctrl 4.6, FAK blocker 6.1, S1P2 ag -9.6, LYP act 7.0, EphB4 antag -7.2, PostGolgi yeast 4.2, Rev-RRE block 9.8, LYP inh 2 -9.5 and S1P2 antag 15.8.
Screening CC(=O)c1cccc(NC(=O)NCc2ccco2)c1 returned PostGolgi ctrl 1.2, FAK blocker 1.1, S1P2 ag 2.7, LYP act 12.7, EphB4 antag 4.7, PostGolgi yeast -5.9, Rev-RRE block 3.3, LYP inh 2 -15.9 and S1P2 antag 13.7.
Cc1nnn(C23CC4CC(CC(C4)C2)C3)n1 was read as PostGolgi ctrl -5.8, FAK blocker 0.8, S1P2 ag -0.1, LYP act 4.1, EphB4 antag 2.9, PostGolgi yeast -1.1, Rev-RRE block 5.0, LYP inh 2 -4.0 and S1P2 antag -16.2.
